Screening data: PubChem BioAssay, Broad Institute
F508del corr – F508del CFTR correction, initial screen, CFBE line, single point. CFBE cells, YFP halide quenching; stimulated with forskolin plus potentiator P3; % fluorescence drop versus neutral controls. activity (quench increase), % at 7.58 µM. 0.36% of 350,000 active;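 active means mean added fluorescence quench of at least 8% versus neutral control, with both replicates also reaching 8%; inconclusive means only one of the mean or replicate conditions met; inactive means mean below 8% and not both replicates reaching 8%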;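 further: cells transiently co-express mutant CFTR-F508del with the halide-sensitive YFP; corrector assay measuring rescue of mutant channel to the surface after 24 h compound exposure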
ARNT TACC3 PPI – disruptors of ARNT/TACC3 protein interaction, primary screen, biochemical, AlphaScreen, single concentration; 0.66% of 390,000 active; AlphaScreen His-ARNT PAS-B/GST-TACC3 binding, luminescence; TACC3 fragment carries E629A point mutation; Transforming acidic coiled-coil-containing protein 3 (Homo sapiens), Q9Y6A5; inhibition, % at 9.99 µM; AID 623870, 2012;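 active means mean inhibition of replicates at least 50% and at least half of replicates each reaching 50%; inconclusive means half or more replicates reach 50% but mean below 50%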;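 further: 0% = complete ARNT plus TACC3 wells and 100% = ARNT alone without TACC3; many hits fall short of the cut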
esBAF inh – Bmi1 luciferase reporter increase in mESCs, primary screen, esBAF inhibitor project, mouse ES cells, Bmi1 luciferase knock-in, single point; 24 h; 100% = twice the neutral-well signal; reporter increase, % at 12.5 µM; 2% of 350,000 active; in the data active means activation above about 40%; inconclusive means no clear call, values can overlap the other calls;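 further: 0% = median of the plate's neutral control wells and 100% = double that signal; a rise in the Bmi1 reporter signal indicates esBAF inhibition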
RAD54 inh – inhibitors of human RAD54 branch migration, primary screen, biochemical, fluorescence, single point; RAD54 Holliday junction branch migration, FAM/BHQ fluorescence; DNA repair and recombination protein RAD54-like (Homo sapiens), Q92698; inhibition, % at 10.4 µM; AID 602329, 2012; 0.14% of 360,000 active;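 active means mean normalized replicate activity at least 40 and at least half of replicates scoring 40 or more; inconclusive means only one of the two criteria met; inactive means mean below 40 and under half of replicates reaching 40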;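 further: 0% = median of neutral control wells and 100% = median of positive control wells; inhibitors cause a drop in the FAM fluorescence signal; in these data hits start at about 50%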
Xi reactivation – activators of inactive X chromosome reactivation, primary screen, imaging, XiGFP fibroblasts, GFP high-content imaging, set 2. XiGFP mouse fibroblasts, % GFP-positive cells imaging, 3 d; cells co-treated with 5-aza-dC sensitizer; scaled so ellipticine positive control = 100%. activation, % at 7.58 µM. 0.055% of 360,000 active. AID 743238, 2013;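 active means mean normalized replicate activation at least 10% and every replicate at or above 10%; inconclusive means only one of the two criteria met; inactive means mean below 10% and not all replicates reach 10%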;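 further: 0% = median of on-plate neutral control wells and 100% = ellipticine 6 µM median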
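assay system = SV40-immortalized XiGFP fibroblast cells, line 68-5-11 | buffer or medium = DMEM plus 5-aza-dC sensitizer | doses = single-point pinned compound dosing | times = 3-day compound exposure, then 15 min fixation at room temperature | benchmarks = positive control ellipticine, 6 µM final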
RAD52 inh – RAD52 DNA annealing inhibitors, primary screen, biochemical, FRET, single point, set 2 | DNA repair protein RAD52 homolog (Homo sapiens), P43351 | recombinant RAD52 DNA annealing, FRET fluorescence | inhibition, % at 18.7 µM | 0.46% of 360,000 active;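 active means every replicate showing at least 50% inhibition; inconclusive means mean inhibition at least 50% but not in every replicate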
Target sequence (P43351 whole entry, looked up): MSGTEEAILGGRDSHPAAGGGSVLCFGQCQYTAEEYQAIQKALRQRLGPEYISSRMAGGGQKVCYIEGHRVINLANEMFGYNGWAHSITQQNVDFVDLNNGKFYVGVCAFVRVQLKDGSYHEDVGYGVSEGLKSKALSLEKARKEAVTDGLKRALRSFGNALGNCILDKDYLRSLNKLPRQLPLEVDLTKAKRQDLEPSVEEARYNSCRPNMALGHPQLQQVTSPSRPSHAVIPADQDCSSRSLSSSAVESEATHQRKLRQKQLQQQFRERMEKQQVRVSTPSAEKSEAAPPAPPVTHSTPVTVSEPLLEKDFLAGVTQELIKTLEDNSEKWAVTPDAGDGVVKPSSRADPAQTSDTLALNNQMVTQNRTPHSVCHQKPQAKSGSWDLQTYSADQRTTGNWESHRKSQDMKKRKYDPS
ERAP1 HTS inh – human ERAP1 aminopeptidase inhibitors, primary screen, biochemical, single point, plate reader | Endoplasmic reticulum aminopeptidase 1 (Homo sapiens), Q9NZ08 | recombinant ERAP1, Leu-AMC fluorescence, 60 min | inhibition, % at 10.7 µM | 0.15% of 340,000 active | AID 652197, 2013;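 active means mean replicate inhibition of at least 30%, or all replicates individually reaching that 30% level; inactive means mean below 30% and not every replicate reaching it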;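 further: 0% = neutral control wells and 100% = L-leucinethiol positive control wells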
INS-1E GSIS act – GLuc luminescence reporter in INS-1E cells, primary screen for activators of glucose-dependent secretion of insulin; INS-1E GLuc reporter insulin secretion, 2-3 h; 0.61% of 370,000 active; activation, % at 16.6 µM;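 active means lowest replicate activation of at least 40%, so every replicate reaches that level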;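 further: 0% = median of neutral control wells and 100% = median of IBMX positive control wells; some compounds called inactive have numbers as strong as hits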
* marks the source's active call; other numbers are inactive results; ? = inconclusive; . = no result given.

SMILES	F508del corr	ARNT TACC3 PPI	esBAF inh	RAD54 inh	Xi reactivation	RAD52 inh	ERAP1 HTS inh	INS-1E GSIS act
Cc1ccccc1OCCc1c(C)[nH]c(=S)[nH]c1=O	3.6	-7	.	.	0.3	1	2	1
O=C(CCN1CCCCC1)N[C@H]1CC[C@H](CCn2cc(-c3cccc(F)c3)nn2)O[C@H]1CO	2.7	-4	-2	4	0.5	-2	-2	5
Cc1cc2oc3c(c(=O)c2cc1C)C(c1ccc(F)cc1)N(CCCN1CCOCC1)C3=O (stereo not given)	-1.9	-1	1	-2	0.3	-5	1	.
O=C(Cc1ccccc1)NC[C@H]1N[C@H](CO)[C@@H]1c1ccc(-c2ccccc2)cc1	-2.9	.	.	.	0.0	-62	-2	4
CCOc1ccc(NC(=O)CC2C(=O)N(c3ccccc3)C(=O)N2CCc2cccs2)cc1 (stereo not given)	-2.2	3	.	5	0.4	-16	2	-12
O=C(N[C@H]1CC[C@@H](CCNS(=O)(=O)c2ccc(F)cc2)O[C@@H]1CO)c1ccccn1	0.0	-16	5	-2	-0.1	-28	-2	-12
Cc1noc(C)c1S(=O)(=O)N(C)C[C@@H]1Oc2ccc(NC(=O)CCC(F)(F)F)cc2CC(=O)N([C@@H](C)CO)C[C@H]1C	-0.8	-3	0	-1	-0.9	6	-1	-7
CS(=O)(=O)Nc1ccc2c(c1)[C@H]1C[C@H](CC(=O)NCc3ccc(Oc4ccccc4)cc3)O[C@H](CO)[C@H]1O2	4.1	8	7	1	0.2	-4	2	-24
O=C1NC[C@H](CCCCN2C[C@H](Cc3ccccc3)N(CC3CCCCC3)C(=O)C2=O)N(CCc2ccccc2)C1=O	2.7	.	.	.	0.0	-4	-1	-10
O=C(NCCN1CCOCC1)c1ccc2ccccc2n1	-1.3	10	.	.	.	-17	4	-8
CNC(=O)C1CC(=O)N(Cc2ccc3c(c2)OCO3)C(=Nc2ccc(OC)cc2)S1 (stereo not given)	.	2	2	-2	.	.	.	-21
COCC(=O)N(C)C[C@@H]1Oc2ncc(-c3ccc(F)cc3)cc2C(=O)N([C@H](C)CO)C[C@H]1C	-2.4	-7	1	-19	0.0	-1	-2	12
CCc1ccc(NC2=CC(=O)CC(C)(C)C2)cc1	-0.5	-2	6	-7	0.2	-11	-1	-12
O=C(NCC1CCCN(Cc2ccc3nonc3c2)C1)c1ccc(F)cc1 (stereo not given)	-0.9	-1	4	-11	-0.1	-21	2	4
CC1CCCN(C(=O)Cn2nnc(-c3ccccc3F)n2)C1 (stereo not given)	2.1	-7	38	-15	0.1	-16	-1	4
O=C(CC(=O)Nc1ccc(Cl)c(Cl)c1)N/N=C/c1ccc(O)cc1	.	10	.	-3	0.2	.	.	-16
CCC(C)CNC(=O)c1[nH]c(C(F)(F)F)nc1-c1ccccc1 (stereo not given)	-1.8	.	3	3	.	-13	-9	-10
O=C(c1ccc2ncsc2c1)N1CCCCC1	0.8	-3	.	4	0.1	-4	0	3
COc1ccc(NC(=O)CC2C(=O)NCCN2C(=O)c2ccc(Cl)cc2)cc1 (stereo not given)	0.1	-6	-2	3	0.0	-10	-2	.
COc1ccc(CCn2c(C)nc3ccccc3c2=O)cc1OC	0.5	-8	6	-1	0.0	-6	9	37
c1ccc(Cn2cc(CSc3ccccc3)nn2)cc1	-0.5	-7	?	-11	0.0	-7	2	8
Cc1ncc(CN2CCC(CO)(CCOc3ccccc3)CC2)s1	3.1	-9	1	5	0.0	-8	4	12
CN1C(=O)[C@H]2[C@@H](c3ccc(C(F)(F)F)cc3)N[C@]3(CCCN(Cc4ccc(C(F)(F)F)cc4)C3=O)[C@H]2C1=O	-1.1	.	6	-8	0.2	-7	10	-2
OCC[C@@H]1C[C@@H](O)[C@H](O)[C@]2(CCCCO2)O1	-4.1	1	-5	-1	1.0	-14	5	11
C[C@H]1CN([C@@H](C)CO)S(=O)(=O)c2ccc(-c3ccccc3F)cc2O[C@H]1CN(C)CC1CC1	2.0	5	-4	2	-0.9	38	1	5
The list continues:
SMILES	F508del corr	ARNT TACC3 PPI	esBAF inh	RAD54 inh	Xi reactivation	RAD52 inh	ERAP1 HTS inh	INS-1E GSIS act
CO[C@H]1CN(C)C(=O)c2ccc(NC(=O)Nc3ccc(F)cc3)cc2OC[C@H](C)NC[C@H]1C	.	0	5	6	-0.3	10	-6	-9
OC[C@@H]1[C@@H](c2ccc(-c3cccc(F)c3)cc2)[C@H]2CN(Cc3cncnc3)CCCCN12	2.0	1	-5	2	0.1	.	.	13
CCOC(=O)c1cc2cc(OC)ccc2n1C1CCN(CCc2ccccc2)CC1	0.2	.	.	.	-0.1	-31	-1	-20
Cc1ccc(O)c(CNc2ccc(S(=O)(=O)Nc3nccs3)cc2)c1	-0.3	4	-2	-10	.	-13	.	5
Cc1ccsc1CN(C)C(=O)C(NC(=O)c1cccc(S(=O)(=O)N2CCOCC2)c1)C(C)C (stereo not given)	-2.3	4	14	-17	0.1	-60	0	.
CN1C(=O)c2cc(NC(=O)C3CCCC3)ccc2OC[C@@H]2O[C@@H](CC(=O)NCC3CC3)CC[C@@H]21	-0.1	.	-13	-9	0.0	2	0	-2
CCN(CC(=O)Nc1ccc2c(c1)OCCO2)C(=O)C(C)Oc1ccc(F)cc1 (stereo not given)	2.1	-9	-10	22	0.4	17	-1	-2
CCn1cnnc1SCC(=O)Nc1ccccc1C(=O)NC1CC1	-3.9	-6	2	8	0.2	0	0	.
OCc1c[nH]c(=S)n1CCOc1cccc(C(F)(F)F)c1	-1.6	-6	7	2	-0.1	-11	0	-13
O=C(Nc1ccc(N2CCCC2)c(Cl)c1)c1ccc(Br)o1	.	-6	76*	6	.	-23	1	18
OC(c1ccc(F)c(F)c1)c1nc(-c2ccoc2)cs1 (stereo not given)	0.4	.	-5	3	-0.2	-19	5	-12
COCCn1c(SCc2ccccc2)nc2c1c(=O)[nH]c(=O)n2C	-0.6	-3	-2	-4	0.1	-7	1	11
COc1ccc(C(=O)NC2CC2)cc1OC1CCN(Cc2cc(C)c(C)cc2C)CC1	-3.5	11	-4	5	-0.2	-15	-3	-14
CSC1=C(C#N)C(c2ccc(C(C)C)cc2)CC(=O)N1 (stereo not given)	0.4	2	10	4	0.2	-25	1	2
COc1cccc(/C=N/NC(=O)Cn2nc(C)c([N+](=O)[O-])c2C)c1O	?	65*	.	4	0.1	-11	-3	-17
COc1ccc(C(C)(NC(C)=O)c2nc(-c3cncnc3)cs2)cc1 (stereo not given)	1.3	.	-8	-3	0.0	-5	-2	4
O=C(N[C@@H]1CC[C@H](CCNC(=O)C2CC2)O[C@H]1CO)c1ccccn1	2.4	-5	-6	-10	0.0	-1	0	4
C[C@H]1CN([C@@H](C)CO)C(=O)c2ccccc2-c2ccccc2CO[C@H]1CN(C)S(=O)(=O)CC(F)(F)F	0.2	24	8	-2	.	.	-2	.
C[C@H]1CN([C@@H](C)CO)S(=O)(=O)c2ccc(-c3cccc(C#N)c3)cc2O[C@@H]1CN(C)C(=O)c1ccccc1	0.4	-1	-6	5	0.0	-4	3	-17
COc1ccccc1Cn1c(=S)[nH]c2cc(C(=O)N3CCCC3)ccc2c1=O	4.5	0	-2	-15	0.2	-7	-1	16
O=C(CSc1ccccc1)N1CCN(S(=O)(=O)c2ccccc2F)CC1	-4.6	16	-2	2	0.2	-21	-4	-8
O=C(O)CCc1nn2c3ccccc3n(CCO)c2nc1=O	0.1	-6	.	.	0.4	-8	2	4
CCN1CCN(C(=S)NCc2ccc(C)cc2)CC1	.	-8	.	1	0.0	-18	0	-1
O=C(COc1ccc([N+](=O)[O-])cc1)Nc1ccc(S(=O)(=O)N2CCOCC2)cc1	-0.8	-1	-4	10	0.0	3	-3	4
Cn1c(CN2CCCC2)nc2cc(NS(=O)(=O)c3ccccc3)ccc21	.	1	-3	6	.	-18	4	-6
(cont.)
SMILES	F508del corr	ARNT TACC3 PPI	esBAF inh	RAD54 inh	Xi reactivation	RAD52 inh	ERAP1 HTS inh	INS-1E GSIS act
CC1=C(C)CC(C(=O)NCCCN2CCCC2=O)C(C(=O)O)C1 (stereo not given)	-1.0	-12	-6	-5	-0.1	-21	4	1
COc1ccc(CCNC(=O)CSc2ccc(Br)cc2)cc1OC	.	-8	.	.	0.1	-1	2	33
CN(C)c1ccc(CNc2nc3ccccc3n2C)cc1	1.1	.	48*	6	0.0	-5	-2	10
COc1ccc2c3c(n(C)c2c1)[C@@H](CO)N(C(=O)Nc1ccc(F)cc1)CC31CCN(C(=O)NC(C)C)CC1	-1.3	.	.	.	0.2	6	-3	-32
O=C(CC1Sc2ccccc2NC1=O)NNc1ccc(F)cc1 (stereo not given)	-3.5	.	2	.	0.2	-2	2	-20
C[C@H](CO)N1C[C@H](C)[C@H](CN(C)Cc2ccc(C(F)(F)F)cc2)Oc2ccc(NS(=O)(=O)c3ccc(Cl)cc3)cc2CC1=O	3.5	4	0	2	-1.1	-12	2	-25
Cc1ccc(C(=O)NCCc2nnc3c(C(F)(F)F)cc(Cl)cn23)o1	0.1	7	-5	8	0.2	-10	-1	21
C[C@@H]1CN([C@@H](C)CO)C(=O)c2cc(C3=CCCC3)cnc2O[C@H]1CN(C)C(=O)Cc1ccncc1	-0.3	1	1	-8	0.3	2	4	7
O=C(N[C@@H]1CC[C@@H](CC(=O)N2CCCCC2)O[C@@H]1CO)c1ccc2c(c1)OCO2	1.5	1	0	5	-0.5	-11	-1	8
CCc1nc2c(OCc3ccc(Cl)cc3)cccn2c1N(C)C(=O)c1cccs1	1.2	.	1	-14	0.0	-26	-1	-19
C=CCn1c(SCC(=O)Nc2ncc(Cc3cc(C(F)(F)F)ccc3Cl)s2)nnc1-c1ccncc1	.	-21	2	13	.	2	-1	-12
O=C(Nc1cnc2ccccc2c1)c1cccnc1	-3.3	7	-4	-9	0.1	-11	3	.
C[C@H](CO)N1C[C@H](C)[C@@H](CN(C)Cc2ccc(Oc3ccccc3)cc2)Oc2c(NS(=O)(=O)c3cccs3)cccc2C1=O	-2.3	-5	-5	5	0.0	18	-4	-9
COc1ccc(C2Nc3ccccc3C(=O)N2c2ccccc2)cc1CN1CCOCC1 (stereo not given)	1.5	5	25	9	0.0	-6	1	3
O=C(c1[nH]c(C(F)(F)F)nc1-c1ccccc1)N1CCN(c2ccccc2)CC1	6.2	.	-14	-11	2.8	-19	-1	-15
CCOc1ccccc1NC(=O)C(CC)Sc1nc2ccncc2[nH]1 (stereo not given)	-1.2	1	3	-18	0.6	-46	-1	9
CCC1(CC)C(=O)NC(=O)NC1=S	-0.3	-3	-6	-8	-0.1	-18	4	18
COc1cc(C2c3cc4c(cc3OC(N3CCOCC3)C2C)OCO4)cc(OC)c1OC(C)=O (stereo not given)	-0.1	6	.	.	0.0	-9	-2	13
